From PubChem
A3A deaminase = blocks human APOBEC3A ssDNA deamination | inhibition, % at 20 µM | hit rate 0.41% among 330,000 | P31941 | recombinant A3A, FAM/TAMRA ssDNA deamination fluorescence;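 active = at least 40% inhibition at 20 µM here, with at most 30% in a related deaminase screen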;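 also: plate controls were A3A with DMSO for no effect and wells lacking A3A enzyme for full effect; some results filed as inactive read as strong as hits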
Target sequence (P31941 whole entry, looked up): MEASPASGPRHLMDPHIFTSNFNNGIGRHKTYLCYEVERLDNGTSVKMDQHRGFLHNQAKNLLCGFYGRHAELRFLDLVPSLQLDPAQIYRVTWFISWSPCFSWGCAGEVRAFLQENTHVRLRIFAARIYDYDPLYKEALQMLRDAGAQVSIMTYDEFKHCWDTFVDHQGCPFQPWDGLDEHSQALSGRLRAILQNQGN
mIAP activ = mouse IAP activation; muIAP, CDP-Star luminescence, 30 min; hits give high values; 1 = vehicle-only enzyme signal, 0 = enzyme-free wells; activation factor at 10 µM; hit rate 0.24% among 330,000; AID 2805;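 active = activation factor of at least 2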; also: the source names both 10 and 20 µM as test concentration; values of inactives mirror those of a sister screen read the other way
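Assay system: mouse IAP enzyme / Compound: DMSO-dissolved test compounds / Timing: 30 min, room temperature / Measured by: luminescence from enzymatic CDP-Star hydrolysis / Control set: DMSO-only wells, enzyme-free buffer wells as negative control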
APOBEC3G inh = blocks human APOBEC3G single-stranded DNA deamination; Q9HC16; recombinant A3G, ssDNA deamination FAM/TAMRA fluorescence; inhibition, % at 20 µM; hit rate 0.28% among 330,000; AID 493012;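 active = inhibition of at least 40% at 20 µM, with no more than 30% in the related APOBEC3A deaminase screen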;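 also: plate controls were DMSO wells with A3G for no effect and wells lacking A3G enzyme for full effect; some compounds called inactive have numbers as strong as hits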
MPTP block = blocks calcium-induced mitochondrial swelling; isolated mouse mitochondria, Ca2+ swelling absorbance, 30 min; inhibition, % at 10 µM; hit rate 1.4% among 360,000;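 active = inhibition of 50% or more, scaled per plate between neutral and stimulator controls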;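 also: 0% = DMSO wells given calcium and 100% = 1 mM EGTA wells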
hIAP activ = increases human intestinal alkaline phosphatase activity; P09923; AID 2524; activation factor at 10 µM; hit rate 0.16% among 330,000; purified human IAP, CDP-Star luminescence, 30 min; hits give high values; 1 = vehicle-only enzyme, 0 = enzyme-free background;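 active = activation factor of the enzyme at least 2-fold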; also: the source names both 10 and 20 µM as test concentration; values of inactives mirror those of a sister screen read the other way
Target sequence (P09923 whole entry, looked up): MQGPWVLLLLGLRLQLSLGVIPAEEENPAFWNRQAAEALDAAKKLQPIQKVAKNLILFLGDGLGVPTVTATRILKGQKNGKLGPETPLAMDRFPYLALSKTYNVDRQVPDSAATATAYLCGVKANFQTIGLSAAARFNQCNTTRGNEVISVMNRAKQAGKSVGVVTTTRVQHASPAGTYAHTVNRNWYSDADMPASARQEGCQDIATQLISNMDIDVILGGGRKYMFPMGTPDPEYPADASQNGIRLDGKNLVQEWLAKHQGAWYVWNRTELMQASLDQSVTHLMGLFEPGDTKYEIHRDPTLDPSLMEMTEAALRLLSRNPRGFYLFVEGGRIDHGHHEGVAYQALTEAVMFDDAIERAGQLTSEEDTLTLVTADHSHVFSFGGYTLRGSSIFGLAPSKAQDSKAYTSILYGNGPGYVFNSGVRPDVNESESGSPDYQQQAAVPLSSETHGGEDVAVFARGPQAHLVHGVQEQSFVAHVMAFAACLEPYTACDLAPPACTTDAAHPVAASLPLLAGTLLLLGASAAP
hIAP block = blocks human intestinal alkaline phosphatase; P09923; purified IAP, CDP-Star luminescence, 30 min; inhibition, % at 10 µM; hit rate 0.12% among 330,000; AID 2544;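 active = inhibition reaching a set limit with compound at 10 µM in the primary screen, cut at about 35% in these data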;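 also: plate controls were DMSO wells with enzyme for no effect and no-enzyme buffer wells for full effect; values of inactives mirror those of a sister screen read the other way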
beta cell repl = inducers of beta-cell replication in MIN6 cells. MIN6 cells proliferation, ATPlite luminescence, 48 h; cells starved in 0.2% serum; 100% = growth in 10% serum. proliferation, % at 10 µM. hit rate 0.29% among 330,000;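 active = compounds whose signal lies at least 3.5 SD above the mean of all wells on their plate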;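 also: 0% = DMSO-treated cells in low-serum medium and 100% = 10% serum control; some compounds called inactive have numbers as strong as hits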
GRIN3A LBD mod = NR3A (human) ligand-binding domain modulation; NR3A LBD differential scanning fluorimetry, Tm shift; 0% = protein alone, 100% = glycine-bound protein; Tm shift relative to glycine control, % at 25 µM; hit rate 2.5% among 340,000; AID 1259313;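 active = melting temperature shift of at least 10% of the positive control shift, at one fixed dose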
mIAP block = blocks mouse intestinal alkaline phosphatase; purified mouse IAP, CDP-Star luminescence, 30 min; inhibition, % at 10 µM; AID 2806; hit rate 0.2% among 330,000;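 active = inhibition of at least 40% at 10 µM in the primary screen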;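 also: plate controls were DMSO with enzyme for no effect and no enzyme wells for full effect; values of inactives mirror those of a sister screen read the other way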
* hit, by the source's call.

Below each SMILES – A3A deaminase, mIAP activ, APOBEC3G inh, MPTP block, hIAP activ, hIAP block, beta cell repl, GRIN3A LBD mod, mIAP block
#1 Cc1ccc(NCN2C(=O)C(=O)c3ccccc32)nc1
    -1, 1.1, -7, 1.2, 0.9, 10, -2, 13*, -12
#2 COc1cccc(N=c2oc3ccccc3cc2-c2nc3ccccc3[nH]2)c1
    -3, 0.93, -3, 0.6, 1.1, -9, -5, 7, 7
#3 C/C(=N\OCC(=O)OCC(=O)NC(=O)c1ccc(OC(F)F)cc1)c1ccc2c(c1)OCO2
    -1, 1, -5, -1.0, 1, -5, -2, 8, -5
#4 CC(OC(=O)c1ccc2c(=O)n3c(nc2c1)CCC3)C(=O)NC1CCCCC1C (stereo unspecified)
    3, 1.1, -5, 1.1, 1, 0, -4, -7, -6
#5 COc1cc(C2CC(=O)c3cnc(NC(C)=O)nc3C2)cc(OC)c1OC (stereo unspecified)
    0, 0.94, -1, -0.9, 0.91, 9, 0, 0, 6
#6 CN(C)/C=N/c1sc2c(c1C#N)CCC2
    -1, 0.88, 0, 1.2, 1, -3, 0, 1, 12
#7 COc1cc(C(=O)Nc2sc(C)c(C)c2C(=O)O)cc(OC)c1OC
    0, 0.94, -4, -1.5, 0.96, 4, -2, 15*, 6
#8 CCOc1ccc(CCNC(=O)COC(=O)c2cccc(N(C)C)c2)cc1OCC
    -1, 1, -13, 0.2, 1.1, -10, -4, -1, -5
#9 Cc1ccc(C(CC(=O)O)NC(=O)c2ccc(S(=O)(=O)N3CCCC3)cc2)cc1 (stereo unspecified)
    -4, 0.96, -14, -0.3, 0.89, 11, 2, 2, 4
#10 Cc1ccc(S(=O)(=O)Oc2ccc(/C=N/NC(=O)c3c(Cl)cnn3C)cc2)cc1
    1, 0.9, -3, 4.5, 1.1, -6, -1, -4, 10
#11 COc1ccc(/C=C2\Oc3cc(OCC(N)=O)ccc3C2=O)cc1OC
    -4, 1, -7, 0.1, 0.81, 19, -2, -22, -4
#12 CCOc1ccc(C(=O)Nc2ccc(S(=O)(=O)N3CCOCC3)cc2)cc1OCC
    1, 1, -6, 2.9, 1, 0, 0, 1, -1
#13 Oc1ccccc1C=NCC(O)c1ccccc1 (stereo unspecified)
    1, 0.93, 1, 1.3, 1, 0, 1, -5, 7
#14 FC(F)(F)c1cc(CCN2CCNC[C@@H]2c2ccccc2)cc(C(F)(F)F)c1
    2, 1.1, 2, 0.5, 0.92, 8, -6, -1, -5
#15 CCCCN(CC)CCNC(=O)c1cc2c(=O)n(C)c3ccccc3c2s1
    2, 0.99, -5, -0.5, 0.91, 9, -6, 1, 1
#16 CCOC(=O)C1CCN(C(=O)CCCn2c(=O)c3cccn3c3cccnc32)CC1
    -3, 0.97, -6, -1.4, 1.1, -7, -3, 2, 3
#17 N/C(=N\OC(=O)CCc1ccccc1)c1cccc(Br)c1
    -3, 0.91, -7, 0.9, 0.88, 12, -1, -21, 9
#18 O=C(CCCCCN1C(=O)[C@@H]2Cc3ccccc3CN2C1=O)N[C@@H](Cc1ccc(O)cc1)C(=O)O
    -1, 0.99, -10, -0.5, 0.89, 12, 6, 1, 1
#19 CC(NC(=O)C1CCN(S(=O)(=O)c2cccs2)CC1)c1cccc(Cl)c1 (stereo unspecified)
    0, 1.1, -4, -2.0, 0.99, 1, -1, 0, -14
#20 COc1ccc(NC(=O)CN(C)C(=O)CN2C(=O)NC3(CCCC3)C2=O)cc1
    -3, 1.1, -12, -0.7, 0.9, 10, 16*, -2, -6

Just MPTP block, A3A deaminase and hIAP block (2 entries from above):
item | smiles | MPTP block | A3A deaminase | hIAP block
7 | COc1cc(C(=O)Nc2sc(C)c(C)c2C(=O)O)cc(OC)c1OC | -1.5 | 0 | 4
8 | CCOc1ccc(CCNC(=O)COC(=O)c2cccc(N(C)C)c2)cc1OCC | 0.2 | -1 | -10

The list continues.
Below each SMILES – A3A deaminase, mIAP activ, APOBEC3G inh, MPTP block, hIAP activ, hIAP block, beta cell repl, GRIN3A LBD mod, mIAP block
#21 O=c1c2c(n3nnnc3n1Cc1ccccc1)-c1ccccc1CC21CCCC1
    -4, 0.99, -6, 1.9, 1.2, -16, -6, 0, 1
#22 CC(C)C[C@@H]1NC(=O)N(CCCn2ccnc2)C1=O
    -2, 0.97, -10, -0.9, 1.1, -9, -1, -1, 3
#23 CNc1ccc(/C=C(\C#N)C(=O)Nc2ccccn2)cc1[N+](=O)[O-]
    -1, 0.92, -7, 0.9, 0.84, 16, 1, -1, 8
#24 O=C(NNc1ccc(Cl)cc1)c1sccc1Cl
    -6, 1.1, 30, 1.8, 1.1, -8, -2, 4, -13
#25 CCCOc1ncnc2c1[nH]c1ccccc12
    0, 0.95, -3, 26, 1, 0, -2, 2, 5
#26 OCC[C@H]1C[C@@H](O)[C@H](O)[C@]2(Cc3ccccc3CCO2)O1
    1, 1.1, 0, 0.4, 1.2, -16, -7, 0, -8
#27 CCn1c(=O)c2c(nc3n2CCS3)n(C)c1=O
    0, 0.95, -1, 0.8, 1, -2, -1, -3, 5
#28 CN(C)Cc1c(O)ccc2occ(C(=O)c3ccccc3)c12
    1, 0.98, -4, 3.1, 0.87, 13, -1, 0, 2
#29 COc1cc([C@H]2[C@@H]3CCCC[C@]3(O)CCN2Cc2ccccc2F)ccc1O
    -3, 0.91, -4, 1.3, 0.99, 1, -2, -1, 9
#30 COC(=O)[C@H](CC(C)C)NS(=O)(=O)c1ccccc1
    -2, 1.1, -12, 1.2, 1, -1, 2, -3, -5
#31 COC(=O)C(C)Sc1nnc(Cc2cc(=O)[nH]c(=O)[nH]2)n1-c1cccc(OC)c1 (stereo unspecified)
    0, 0.98, -6, -0.4, 1, -1, 0, -1, 2
#32 COc1ccc(N2CCN(C(=O)CCCSc3nc4ccccc4[nH]3)CC2)cc1
    0, 0.97, -5, 0.3, 1.1, -12, 1, 0, 3
#33 CC(C)(C)C(=O)Nc1nc2c(s1)COc1ccccc1-2
    -2, 0.93, -3, -1.4, 0.88, 12, 7, -1, 7
#34 Cc1ccc(NC(=O)O/N=C/c2ccc(Br)cc2)cc1
    -4, 0.99, -4, -1.5, 1.1, -5, -2, 6, 1
#35 Cc1[nH]c(=O)[nH]c(=O)c1S(=O)(=O)N1CCN(c2cccc(Cl)c2)CC1
    -1, 1, -7, -1.4, 1.1, -15, 2, 0, -2
#36 CC(C)CCNC(=O)C(NS(=O)(=O)c1ccc2c(c1)c(=O)n(C)c(=O)n2C)c1ccccc1 (stereo unspecified)
    -4, 1, -5, 1.1, 0.8, 20, -2, 2, -4
#37 CCC(Sc1nc2ccc(N)cc2s1)C(=O)Nc1nccs1 (stereo unspecified)
    -1, 1.1, 4, 0.5, 1.1, -6, -1, 3, -7
#38 O=C(Nc1nnc(-c2ccncc2)o1)c1ccc2ccccc2c1
    3, 0.92, 0, -1.3, 1.2, -16, -5, -7, 8
#39 CCCC(=O)Nc1ccc(C(=O)Nc2nc(CC(=O)OCC)cs2)cc1
    0, 1, -9, 2.2, 0.88, 12, -3, -13, -4
#40 CCOc1ccc(C)cc1S(=O)(=O)Nc1ccc(Cl)cn1
    7, 0.93, -2, -0.6, 1.1, -10, -3, -1, 7
#41 C/C(=N/NC(=O)Cc1cccc2ccccc12)c1cccs1
    2, 0.99, 1, 1.9, 1.1, -14, 2, -1, 1
#42 OC(COc1ccc(Br)cc1)Cn1ccnc1 (stereo unspecified)
    1, 0.88, -3, 0.8, 1.1, -8, 1, 1, 12
#43 N#Cc1c(C(F)(F)F)cc(-c2cccc(Cl)c2)[nH]c1=O
    -2, 1, -2, 94*, 1.2, -24, -3, -11, 0
#44 NS(=O)(=O)c1ccc(-n2nncc2-c2ccco2)cc1
    7, 0.96, -5, 0.3, 1.1, -14, 0, 1, 4
#45 Cc1oc2c(CN3CCCCC3C)c(O)ccc2c(=O)c1-c1ccc(Br)cc1 (stereo unspecified)
    -5, 1, -7, 0.0, 1, -3, -3, 0, -1
#46 CC(=O)c1ccccc1OCCCN1CCCCC1
    -1, 1, -3, 5.1, 0.94, 6, 2, -2, -2
#47 COc1ccc(OC)c(NC(=O)CSc2nnc3ccc(-c4ccccn4)nn23)c1
    1, 0.99, -2, -0.2, 1.1, -8, -2, 0, 0
#48 CC(=O)Oc1ccc(NC(=O)Cc2ccccc2)c(C(=O)O)c1
    -4, 1.1, -5, -2.5, 1.1, -12, -3, -2, -12
#49 COc1cc(NC(=S)N2CCCC(CO)C2)cc(OC)c1 (stereo unspecified)
    -2, 0.99, -7, -1.0, 0.98, 2, 0, 1, 1
#50 CCOC(=O)c1cc(C)n(Cc2ccc(OCC)c(OC)c2)c1C
    1, 1, 0, 2.2, 0.96, 4, -1, 4, -3
#51 Cc1[nH]n(-c2ccccc2)c(=O)c1N=Nc1c(O)cc(S(=O)(=O)N(C)C)c2ccccc12
    7, 0.72, -1, 81*, 1.1, -13, -7, 3, 28
#52 CC(C)OC(=O)NCCOC(=O)Nc1ccc(Cl)c(Cl)c1
    -3, 1, -7, 97*, 0.97, 3, -6, 0, -1
#53 CCN(CC)C(=O)C(C)OC(=O)COc1ccc(Cl)cc1C (stereo unspecified)
    1, 1, -5, 1.2, 0.97, 2, -2, -7, -3
#54 Nc1nc(SCC(=O)Nc2cc(C(F)(F)F)ccc2N2CCOCC2)n[nH]1
    0, 1, -6, 0.1, 1.2, -20, 0, -2, 0
#55 Cc1ccc(N2CC(C(=O)NCCS(=O)(=O)N3CCN(c4ccccc4F)CC3)CC2=O)cc1 (stereo unspecified)
    -5, 0.94, -5, 2.3, 1.2, -24, 0, -1, 6
#56 Cc1ccc(NC(=O)CC2S/C(=N/N=C3\CCCc4ccccc43)NC2=O)cc1 (stereo unspecified)
    -1, 0.84, -4, 2.8, 1.1, -10, -6, 25*, 16
#57 CCOc1ccc(Br)cc1S(=O)(=O)NC1CCCC1
    -6, 1, -9, -0.8, 0.87, 13, 6, 1, 0
#58 CCN1C(=O)[C@H]2[C@@H](c3ccc(-c4ccc(C(C)=O)cc4)cc3)N3CCC[C@@]3(C(=O)OC)[C@H]2C1=O
    0, 0.98, -1, -0.4, 0.97, 3, -1, -2, 2
#59 CCCCCC(O)(CCN1CCCCC1)c1ccc(OCC)cc1 (stereo unspecified)
    -2, 1, -1, 0.7, 0.92, 8, -4, -1, -2
#60 CCOC(=O)c1ccc(N2C(=O)C3C(C2=O)C(C(=O)c2ccc(Cl)cc2)N2CCCC32)cc1 (stereo unspecified)
    -1, 0.95, 10, -0.8, 0.99, 0, -1, 0, 5
